GCN5L2 inh: blocks human GCN5L2 histone acetyltransferase; Q92830; Potency, µM (highest dose often 58.9 µM), for the others: at the top dose activity change, negative = inhibition, most hits filed as inhibitors; GCN5L2 HAT assay, ThioGlo1 CoA-SH fluorescence; actives 0.21% (n = 390,000)
Target sequence (Q92830 whole entry, looked up): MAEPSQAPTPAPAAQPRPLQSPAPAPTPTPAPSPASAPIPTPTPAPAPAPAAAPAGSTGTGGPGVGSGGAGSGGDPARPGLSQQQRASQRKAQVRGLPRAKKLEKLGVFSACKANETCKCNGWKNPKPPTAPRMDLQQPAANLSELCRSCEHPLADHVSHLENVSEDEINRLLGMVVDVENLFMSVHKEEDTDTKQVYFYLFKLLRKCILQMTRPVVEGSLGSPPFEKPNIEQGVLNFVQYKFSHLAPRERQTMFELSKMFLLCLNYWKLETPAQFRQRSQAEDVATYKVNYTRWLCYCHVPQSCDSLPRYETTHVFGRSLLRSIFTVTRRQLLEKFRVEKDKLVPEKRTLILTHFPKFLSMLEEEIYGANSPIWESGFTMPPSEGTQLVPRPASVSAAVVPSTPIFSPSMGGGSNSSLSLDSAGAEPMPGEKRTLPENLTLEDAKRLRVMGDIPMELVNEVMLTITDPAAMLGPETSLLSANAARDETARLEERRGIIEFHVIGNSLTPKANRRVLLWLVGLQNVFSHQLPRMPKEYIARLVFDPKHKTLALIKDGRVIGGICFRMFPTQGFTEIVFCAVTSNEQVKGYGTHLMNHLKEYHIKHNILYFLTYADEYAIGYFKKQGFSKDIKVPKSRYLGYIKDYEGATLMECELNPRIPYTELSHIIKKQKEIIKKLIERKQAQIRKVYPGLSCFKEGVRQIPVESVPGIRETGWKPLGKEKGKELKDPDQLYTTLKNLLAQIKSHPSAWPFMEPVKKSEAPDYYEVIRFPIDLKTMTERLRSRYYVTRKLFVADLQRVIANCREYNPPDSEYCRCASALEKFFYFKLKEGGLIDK
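qHTS, 1536-well. 20nM enzyme, pH 7.5 HEPES/EDTA/Tween-20 buffer; 15 min compound preinc., RT. Start: 75uM H3(1-25), 70uM AcCoA, 50uM ThioGlo1. Read Ex340/Em540 at t=0 (autofluorescence flag) and t=20 min.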
TDP1 cell noCPT: qHTS for Inhibitors of human tyrosyl-DNA phosphodiesterase 1 (TDP1): qHTS in cells in absence of CPT; AID 686978, 2013; Potency, µM (highest dose often 46.2 µM), for the others: at the top dose activity change, negative = growth inhibition, most hits filed as inhibitors; actives 15% (n = 420,000); DT40 Tdp1-/- hTDP1 cells, no CPT, ATP luminescence, 48 h; note: nearly all actives have a fitted effect of over 55% in size
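A cellular qHTS used chicken DT40 cells lacking endogenous Tdp1 but carrying stably transfected human TDP1. Compounds were applied without camptothecin, and cell growth kinetics were judged by ATP-dependent luminescence after ≥48 hr.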
TDP1 cell CPT: DT40-hTDP1 cell growth loss with CPT. chicken DT40 Tdp1-/-;hTDP1 cells + 20 nM CPT, ATP luminescence, 48 h. Potency, µM (top dose mostly 46.2 µM), without a hit: at the highest dose activity change, negative = growth inhibition, hits mostly inhibitors. actives 12% (n = 420,000); note: nearly all actives have a fitted effect of over 55% in size
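Cell growth measured by CellTiter-Glo luminescence after a minimum 48 h, 37 C compound exposure with 20 nM CPT in Tdp1-knockout DT40 cells stably expressing hTDP1, seeded 400/well; qHTS titration format.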
Numbers without * were called inactive; ? = inconclusive; . = not tested or not shown; & = joins results of further samples; ! = repeats disagree; [ ] = dose if it differs, or a comment. Calls come from the whole dose curve; as a rule, active = well fitted curve in the direction sought with a large enough effect; inconclusive = small, poorly fitted or top-dose-only effect, or another doubt; inactive = no such curve, though single readings can be large; an effect the other way counts as inactive or inconclusive. % is set by controls: 0 for no effect and ±100 for the full control effect; potency is the fitted concentration of half-maximal effect. This is a subset, so the mix of outcomes need not match the whole.

molecule,GCN5L2 inh,TDP1 cell noCPT,TDP1 cell CPT
Nn1c(Cc2cccc3ccccc23)nnc1SCn1nnc2ccccc2c1=O,4%,-14%,-1%
CCOc1ccccc1N1CCN(C(=O)c2ccccc2SCC(=O)N2CCCC2)CC1,0%,?,?
COc1ccccc1C(=O)Nc1ccc(S(=O)(=O)NC2=NCCCCC2)cc1,-7%,-25%,?
CCCn1cc(S(=O)(=O)c2cc(C)ccc2C)c(=O)c2cc(F)c(N3CCN(CC)CC3)cc21,-2%,-44%,?
CCOC(=O)c1cc2c(=O)n3ccccc3nc2n(CCOC)c1=NC(=O)c1c(-c2c(F)cccc2Cl)noc1C,-9%&-19%,18µM*!,?
O=C(NC1CC(=O)N(c2ccc(F)cc2)C1)c1cc2ccccc2o1 (centres undefined),-4%,-13%,-18%
O=C(CSc1ncnc2c1cnn2CCc1ccccc1)Nc1cccc(C(F)(F)F)c1,-7%,23µM*,?
Cc1c(C(=O)NCc2ccc(Cl)c(Cl)c2)sc(=O)n1Cc1ccccc1F,.,?,?
CCOC(=O)c1c(NC(=O)CN2CCCc3ccccc32)sc(C(C)=O)c1C,-6%,21µM*,?
CN(CC(=O)Nc1ccc(F)c(F)c1F)C(=O)CN1C(=O)NC2(CCCC2)C1=O,1%,?,?
CN(C)c1ccc(C(=O)OCC(=O)N2CCOCC2)cc1,0%,9%,12%
CCOC(=O)C1=C(C)NC(C)=C(C(=O)OCC)C1c1ccc(Br)o1,-15%,23µM*,9.2µM*
COC(=O)C(C(=O)OC)C(C(C)C)C(C(=O)OC)C(=O)OC,-2%,-2%,0%
O=C(NCCc1ccccc1)C1c2ccccc2C(=O)N1Cc1cccs1 (centres undefined),-8%,-1%,1%
COc1ccc(CCCc2nnc(SCC(=O)Nc3cccc(F)c3C)o2)cc1,-9%,-11%,-15%
COc1ccc(N(CC(=O)NCc2ccco2)S(=O)(=O)c2ccc(C)cc2)cc1OC,0%,-38%,2%
N=c1c2c3c(sc2ncn1Cc1ccco1)CCCCC3,-4%,?,?
Cc1cccc(NC(=O)Cn2nnc(C(=O)NCc3cccs3)c2N)c1,1%,0%,3%
COc1ccc(NC(=O)/C(C#N)=C/c2ccc(C)o2)cc1,-1%,?,-23%
CCOC(=O)N1CCN(C(=O)CSc2nnc(Cc3ccccc3)o2)CC1,-9%,-7%,-4%
CC1(Cc2ccccc2C#N)C(=O)Nc2ccc(-c3ccccc3)cc21 (centres undefined),.,?,?
CCN(c1ccccc1)S(=O)(=O)c1cc2c(cc1C)n(C)c(=O)c(=O)n2C,-16%,-14%,11%
Cc1cc(C)c(C)c(C(=O)COC(=O)CNC(=O)CN2C(=O)c3ccccc3C2=O)c1C,42%[activator],10%,5%
Cc1cc(C)cc(NC(=O)COC(=O)c2ccc3c(c2)OCCO3)c1,-2%,16%,-6%
CCCCC1(CO)C(=O)N(c2ccccc2)N(c2ccccc2)C1=O,-6%,?,?
O=C(Nc1cccc2ncccc12)c1ccc(Br)c([N+](=O)[O-])c1,-4%,?,?
COc1ccc(C(=O)NC(=S)Nc2ccc(N3CCCC3)cc2)cc1OC,11%,8.2µM*,?
COc1ccc(CCN2CC(C(=O)N(C)C3CCOCC3)CCC2=O)cc1 (centres undefined),-4%,4%,-6%
Cc1ccc(S(=O)(=O)NCC(C)n2cncn2)cc1 (centres undefined),-7%,1%,4%
O=C(c1cccc(Cl)c1)N1CCC(=O)N(C(COCc2cccc(Cl)c2)Cc2ccccc2)CC1 (centres undefined),-11%,?,?
Cc1cccc(Nc2nc(N)c([N+](=O)[O-])c(NCCO)n2)c1,-2%,?,?
COc1ccc(Oc2ccc3c(C(F)(F)F)cc(C(F)(F)F)nc3n2)cc1,-18%,-2%,-24%
COc1ccc(-c2nc3cc(NC(=O)COc4ccccc4C)ccc3o2)cc1,-7%,-23%,-28%
CC(=O)N1Cc2cc([N+](=O)[O-])ccc2Oc2ccccc21,-1%,-4%,0%
COc1ccc(CNC(=O)c2nn(-c3ccccc3C)nc2CO)cc1,1%,?,-21%
CCCC(=O)Nc1ccc2nc(SCc3ccc(C)cc3)sc2c1,7%,?,-2%
O=C(Nc1ccc(S(=O)(=O)NCC2CCCO2)cc1)c1ccccc1 (centres undefined),-2%,?,?
CC(C)(C)NC(=O)c1ccc2c3c(cccc13)CC2,-8%,-8%,-5%
CCOC(=O)N1CCN(C(=O)CSc2ccc3nnc(-c4ccncc4)n3n2)CC1,-3%,?,9%
COc1ccc(CC(=O)N(C)C2CCCCC2)cc1S(=O)(=O)N1CCOCC1,-2%,10%,14%
C[C@@H]1CCCCCCCCC(=O)OCCN1C(=O)OC(C)(C)C,-2%,?,16µM*
Cc1ccc(S(=O)(=O)c2nc(-c3ccccc3Cl)oc2N2CCN(C)CC2)cc1,-3%,23µM*,?
CCC1CC(C(=O)Nc2ccccc2)C(=O)O1 (centres undefined),.,1%,1%
CC(C)Cn1c(CN2CCN(C)C(CCO)C2)nc2ccccc21 (centres undefined),-7%,20%,-5%
Cc1ccc2c(=O)n3c(nc2c1)C(Cc1ccccc1)NC(=O)c1cccnc1-3 (centres undefined),.,?,-28%
C=CCN(C(=O)Nc1ccc2oc(C)nc2c1)c1ccccc1,5%,21µM*,?
Cc1nn(Cc2ccccc2)c(C)c1C(=O)N1CCN(S(=O)(=O)/C=C/c2ccccc2)CC1,-3%,?,-12%
Cc1ccc(SCC(=O)NC2CCS(=O)(=O)C2)cc1 (centres undefined),-1%,-10%,-14%
CN(C(=S)Nc1ccc(Oc2ccccc2)cc1)C1CCCCC1,-5%,26µM*,?
CCOc1ccc(NC(=O)c2cc3sc(Cl)cc3n2CC)cc1,-2%,?,-29%

Following part
molecule,GCN5L2 inh,TDP1 cell noCPT,TDP1 cell CPT
Brc1cccc(-c2n[nH]c(-c3ccccc3)n2)c1,-7%,23µM*,?
Cn1c(=O)c2c(nc(SCc3cccnc3)n2Cc2ccc(F)cc2)n(C)c1=O,-10%,23µM*,21µM*
COc1cc(C(O)CO)ccc1O (centres undefined),?,7%,6%
O=C(CSc1nc2ccccc2o1)NC1CCCC1,-5%,-2%,-1%
Cc1ccc(NS(=O)(=O)c2ccc(-n3cccn3)cc2)c(C)c1,-6%,?,18µM*
CCOc1ccc(N2CC(C(=O)Nc3ccccc3C(=O)N3CCOCC3)CC2=O)cc1 (centres undefined),0%,8%,-1%
COc1cccc(N2CCN(C(=O)c3cc4c(=O)n(Cc5ccco5)ccc4nc3C)CC2)c1,-22%,16µM*,16µM*
O=C(Nc1cccc2ccccc12)c1ccc(F)cc1,-5%,2%,-1%
COc1ccc(-c2c(-c3ccsc3)oc(=O)c3cc(OC)c(OC)cc23)cn1,-2%,?,?
CCOc1ccc(N(CC(=O)NCC2CCCO2)S(=O)(=O)c2ccc(C)cc2)cc1 (centres undefined),2%,-30%,-25%
COc1ccc(NS(=O)(=O)c2cc(NC(=O)c3cc(F)c(F)cc3Cl)ccc2N2CCOCC2)cc1,-4%,-23%,?
Cc1ccc(C(=O)NNC(=O)CSc2nc(N)cc(N)n2)cc1,-1%,-17%,?
CCN1CCN(C(=O)/C=C/c2ccc3c(c2)OCO3)CC1,12%,2%,9%
NC(Cc1cnc[nH]1)C(=O)Nc1ccc2ccccc2c1 (centres undefined),-7%,1%,-19%
O=C(c1[nH]c(C(F)(F)F)nc1-c1ccccc1)N1CCN(c2cccc(C(F)(F)F)n2)CC1,.,4.6µM*,4.6µM*
CCN1CCCC1CNC(=O)CCc1nnc(CCC2CCCCC2)o1 (centres undefined),-3%,-14%,-29%
COc1ccc(CCNC(=O)CCCCn2c(=O)c3ccccc3n(Cc3ccccc3C)c2=O)cc1OC,-6%,?,21µM*
CCOC(=O)C1CCN(C(=O)c2cc(S(=O)(=O)N3CCCCC3)ccc2C)CC1,-21%,?,?
Cc1nc2c(C(=O)NC(C)c3ccccc3)cnn2c(C)c1Cc1ccccc1 (centres undefined),0%,?,13µM*
CC[C@]12c3[nH]c4cc(CCC(=O)N(C)C)ccc4c3CCN1C(=O)[C@@H](CC(=O)NCCCn1ccnc1)C[C@@H]2C(=O)N1CCN(C(=O)C2CC2)CC1,-8%,1%,10%
COc1ccc(N(CC(=O)Nc2ccc(C)c(C)c2)C2=NC3CS(=O)(=O)CC3S2)cc1 (centres undefined),?,-1%,12%
O=C(Nc1ccc2c(c1)OCCO2)c1cc(F)c(F)cc1Cl,-1%,0%,1%
CC1(C)Cc2nc3sc4c(SCC(=O)O)ncnc4c3cc2CO1,-1%,?,-2%
CCOC(=O)Cc1csc(SCC(=O)NC2CCCCC2)n1,-8%,6%,0%
CC1(OC(=O)c2cccs2)C(=O)C=C2C=C(C3CC3)OC=C2C1=O (centres undefined),.,12%,-22%
COC(=O)c1c(NC(=O)c2ccccc2)sc(Cc2ccccc2)c1C,-4%,-20%,13%
CC(C)C1=CC2=CC[C@H]3[C@](C)(C(=O)O)CCC[C@]3(C)C2CC1 (some centres undefined),.,3%[9.04 µM],26%[9.04 µM]
CCN(CC)S(=O)(=O)c1ccc2c(c1)N(CC(=O)NCCN1CCOCC1)C(=O)CO2,-3%,4%,0%
N#C/C(=C\c1ccccn1)c1ccccn1,-17%,15µM*,23µM*
CCOc1ccccc1C(=O)NCc1ccco1,-7%,?,?
CCOc1cc2[nH]c(=O)n(Cc3ccc(C(=O)NCCCN4CCCC4=O)cc3)c(=O)c2cc1OCC,1%,-28%,-18%
O=C(C[n+]1cc(Br)cc(Br)c1)c1ccc(I)cc1,.,-25%,-14%
COc1ccc(C(=O)N2CCN(c3ccccn3)CC2)cc1[N+](=O)[O-],0%,?,-4%
COc1ccc(C(=O)NC(=S)Nc2ccc(Cl)c(C(=O)O)c2)cc1,2%,-2%,-11%
COc1ccc(OCC(=O)Nc2nnc(S(=O)(=O)N3CCc4ccccc43)s2)cc1,-7%,?,?
Clc1ccccc1Cc1noc(CN2CCN(Cc3ccccn3)CC2)n1,12%,?,2%
O=S(=O)(CCc1nnc(-c2ccc(Br)cc2)o1)c1ccc(Cl)cc1,-2%,-7%,1%
Oc1ccc(N2CCN(Cc3nc4ccccc4[nH]3)CC2)cc1,-4%,?,-21%
Cc1cc(-c2c(C)[nH]n(-c3ccc(Cl)cc3)c2=O)n(-c2ccc(Cl)cc2)n1,-5%,-9%,-11%

Some of these compounds in order of molecular weight, rising:
molecule,GCN5L2 inh,TDP1 cell noCPT,TDP1 cell CPT
N#C/C(=C\c1ccccn1)c1ccccn1,-17%,15µM*,23µM*
CCOc1ccccc1C(=O)NCc1ccco1,-7%,?,?
CC(C)C1=CC2=CC[C@H]3[C@](C)(C(=O)O)CCC[C@]3(C)C2CC1 (some centres undefined),.,3%[9.04 µM],26%[9.04 µM]
Oc1ccc(N2CCN(Cc3nc4ccccc4[nH]3)CC2)cc1,-4%,?,-21%
CCOC(=O)Cc1csc(SCC(=O)NC2CCCCC2)n1,-8%,6%,0%
CC1(C)Cc2nc3sc4c(SCC(=O)O)ncnc4c3cc2CO1,-1%,?,-2%
COc1ccc(C(=O)NC(=S)Nc2ccc(Cl)c(C(=O)O)c2)cc1,2%,-2%,-11%
Clc1ccccc1Cc1noc(CN2CCN(Cc3ccccn3)CC2)n1,12%,?,2%
Cc1cc(-c2c(C)[nH]n(-c3ccc(Cl)cc3)c2=O)n(-c2ccc(Cl)cc2)n1,-5%,-9%,-11%
O=S(=O)(CCc1nnc(-c2ccc(Br)cc2)o1)c1ccc(Cl)cc1,-2%,-7%,1%
COc1ccc(OCC(=O)Nc2nnc(S(=O)(=O)N3CCc4ccccc43)s2)cc1,-7%,?,?
CCN(CC)S(=O)(=O)c1ccc2c(c1)N(CC(=O)NCCN1CCOCC1)C(=O)CO2,-3%,4%,0%
O=C(C[n+]1cc(Br)cc(Br)c1)c1ccc(I)cc1,.,-25%,-14%
CCOc1cc2[nH]c(=O)n(Cc3ccc(C(=O)NCCCN4CCCC4=O)cc3)c(=O)c2cc1OCC,1%,-28%,-18%

Screening results as filed in PubChem.
